mHTT-CaM PPI inh: disrupts binding of mutant huntingtin to calmodulin; P42858; hit rate 3.6% among 190,000; AlphaScreen His-mHTT/GST-CaM binding, luminescence; inhibition, % at 15 µM;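 further: 0% = both proteins with DMSO and 100% = one protein alone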
Target sequence (P42858 whole entry, looked up, stated change not applied): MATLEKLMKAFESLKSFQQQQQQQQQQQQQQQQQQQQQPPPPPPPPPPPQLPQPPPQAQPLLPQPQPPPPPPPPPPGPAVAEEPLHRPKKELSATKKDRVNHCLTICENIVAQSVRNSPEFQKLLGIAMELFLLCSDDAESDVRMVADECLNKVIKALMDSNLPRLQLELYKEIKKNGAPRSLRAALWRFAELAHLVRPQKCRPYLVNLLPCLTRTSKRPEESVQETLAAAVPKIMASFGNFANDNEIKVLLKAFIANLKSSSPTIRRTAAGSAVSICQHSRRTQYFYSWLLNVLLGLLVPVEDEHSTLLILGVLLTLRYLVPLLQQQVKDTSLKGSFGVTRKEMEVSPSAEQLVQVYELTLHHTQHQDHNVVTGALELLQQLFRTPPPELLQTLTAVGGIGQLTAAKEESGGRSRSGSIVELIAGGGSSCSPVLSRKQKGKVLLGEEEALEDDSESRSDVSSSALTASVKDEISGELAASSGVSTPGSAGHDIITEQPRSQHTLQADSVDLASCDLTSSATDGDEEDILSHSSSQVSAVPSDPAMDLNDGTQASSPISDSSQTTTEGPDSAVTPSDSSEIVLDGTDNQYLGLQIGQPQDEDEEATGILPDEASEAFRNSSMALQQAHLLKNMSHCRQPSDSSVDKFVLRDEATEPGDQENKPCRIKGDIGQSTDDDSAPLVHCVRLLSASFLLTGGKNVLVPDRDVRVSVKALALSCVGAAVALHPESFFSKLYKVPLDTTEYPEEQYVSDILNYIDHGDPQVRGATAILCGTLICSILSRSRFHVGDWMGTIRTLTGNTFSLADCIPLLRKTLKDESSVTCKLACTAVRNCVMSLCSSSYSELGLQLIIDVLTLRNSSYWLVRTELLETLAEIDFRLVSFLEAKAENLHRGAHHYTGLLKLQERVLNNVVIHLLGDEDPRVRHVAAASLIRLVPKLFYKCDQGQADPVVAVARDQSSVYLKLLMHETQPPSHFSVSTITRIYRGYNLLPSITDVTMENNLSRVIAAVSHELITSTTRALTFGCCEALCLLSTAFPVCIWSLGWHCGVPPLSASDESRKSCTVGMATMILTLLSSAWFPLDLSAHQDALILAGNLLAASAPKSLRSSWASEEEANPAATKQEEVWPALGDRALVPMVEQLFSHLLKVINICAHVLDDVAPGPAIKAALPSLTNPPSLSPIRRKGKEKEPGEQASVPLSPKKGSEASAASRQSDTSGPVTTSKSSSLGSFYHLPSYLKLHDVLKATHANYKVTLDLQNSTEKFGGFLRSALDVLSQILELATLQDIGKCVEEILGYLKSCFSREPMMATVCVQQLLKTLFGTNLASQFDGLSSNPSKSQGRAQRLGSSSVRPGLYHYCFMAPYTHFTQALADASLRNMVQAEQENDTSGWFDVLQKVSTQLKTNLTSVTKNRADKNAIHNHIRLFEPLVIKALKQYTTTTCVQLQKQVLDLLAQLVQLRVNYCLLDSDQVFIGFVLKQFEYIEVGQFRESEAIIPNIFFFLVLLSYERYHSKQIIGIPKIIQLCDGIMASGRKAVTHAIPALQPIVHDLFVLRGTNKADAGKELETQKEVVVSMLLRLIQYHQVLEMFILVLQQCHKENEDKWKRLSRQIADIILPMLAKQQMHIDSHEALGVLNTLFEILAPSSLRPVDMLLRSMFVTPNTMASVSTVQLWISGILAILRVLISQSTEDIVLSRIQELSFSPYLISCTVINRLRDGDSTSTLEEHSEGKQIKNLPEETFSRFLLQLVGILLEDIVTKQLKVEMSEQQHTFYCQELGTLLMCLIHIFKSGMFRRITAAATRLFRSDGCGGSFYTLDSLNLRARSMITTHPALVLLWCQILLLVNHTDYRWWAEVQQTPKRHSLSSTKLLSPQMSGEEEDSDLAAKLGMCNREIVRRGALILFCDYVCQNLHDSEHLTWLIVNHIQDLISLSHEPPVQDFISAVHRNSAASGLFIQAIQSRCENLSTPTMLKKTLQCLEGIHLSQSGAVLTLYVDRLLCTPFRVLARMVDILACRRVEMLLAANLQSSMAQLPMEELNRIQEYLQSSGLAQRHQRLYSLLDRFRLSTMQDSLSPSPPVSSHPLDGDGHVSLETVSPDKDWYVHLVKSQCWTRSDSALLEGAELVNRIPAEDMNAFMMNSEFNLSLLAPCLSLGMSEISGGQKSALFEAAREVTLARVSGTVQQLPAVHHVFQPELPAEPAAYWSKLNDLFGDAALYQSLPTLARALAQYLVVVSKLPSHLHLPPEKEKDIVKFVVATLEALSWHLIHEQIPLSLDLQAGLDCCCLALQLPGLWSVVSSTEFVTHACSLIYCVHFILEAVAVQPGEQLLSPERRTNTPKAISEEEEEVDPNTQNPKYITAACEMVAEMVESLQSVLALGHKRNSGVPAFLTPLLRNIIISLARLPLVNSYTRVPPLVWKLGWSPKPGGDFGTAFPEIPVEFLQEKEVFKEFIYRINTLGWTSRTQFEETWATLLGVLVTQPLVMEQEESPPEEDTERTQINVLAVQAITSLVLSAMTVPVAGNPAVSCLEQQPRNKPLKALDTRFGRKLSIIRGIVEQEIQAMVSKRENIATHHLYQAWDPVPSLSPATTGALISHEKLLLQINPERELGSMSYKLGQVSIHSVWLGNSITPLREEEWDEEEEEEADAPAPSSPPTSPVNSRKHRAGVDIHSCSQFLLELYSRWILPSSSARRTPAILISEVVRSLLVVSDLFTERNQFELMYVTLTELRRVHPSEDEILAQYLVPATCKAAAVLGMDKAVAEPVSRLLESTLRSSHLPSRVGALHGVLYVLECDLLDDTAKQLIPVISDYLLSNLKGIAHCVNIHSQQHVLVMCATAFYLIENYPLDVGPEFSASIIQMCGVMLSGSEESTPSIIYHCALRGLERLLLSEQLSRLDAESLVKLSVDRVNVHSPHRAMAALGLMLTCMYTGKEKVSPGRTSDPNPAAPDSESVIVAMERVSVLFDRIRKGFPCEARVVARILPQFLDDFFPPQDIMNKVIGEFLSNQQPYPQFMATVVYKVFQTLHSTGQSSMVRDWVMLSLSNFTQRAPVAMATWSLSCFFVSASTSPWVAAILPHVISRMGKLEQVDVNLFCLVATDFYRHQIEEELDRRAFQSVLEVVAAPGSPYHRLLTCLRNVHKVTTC
Pf apPOL block: Pf-apPOL DNA polymerase inhibition. Recombinant Pf-apPOL, molecular beacon fluorescence, 1.5 h. inhibition, % at 10 µM. hit rate 0.25% among 210,000
The depositor's hits bear a star; i = inactive; / = no result given; & = joins results of further samples. No stated cut-off is given here; in the data, active means inhibition above about 50%; inactive means the rest. This is a subset (hit frequency here may not be typical).

| item | molecule | mHTT-CaM PPI inh | Pf apPOL block |
| --- | --- | --- | --- |
| 1 | Cc1cc(NC(=O)c2cc(-c3ccc4c(c3)OCO4)nc3ccccc23)no1 | -18 | -1 |
| 2 | COc1ccc(N=Cc2c(O)c(OC)cc(Br)c2Br)cc1OC | 2 | 0 |
| 3 | O=[N+]([O-])c1cc(F)c(N2CCCC2)cc1N1CCN(S(=O)(=O)c2ccccc2)CC1 | 9 | 0 |
| 4 | CSc1nc2nc3c(cc2c(=O)n1C)COC(C)(C)C3 | 5 | -7 |
| 5 | COC(=O)c1ccc(CSc2nnc(CNC(=O)c3ccccc3)o2)o1 | -14 | -7 |
| 6 | Cc1nc(C)c2c(n1)N(Cc1ccc3c(c1)OCO3)C(=O)CC2 | -1 | 27 |
| 7 | O=C(NCCn1nc(-c2cccs2)ccc1=O)c1cc(=O)c2ccccc2o1 | -8 | -6 |
| 8 | O=C(NCC1CCCO1)C1=Cc2ccccc2OC=C1 (centres undefined) | 3&-3 | -6&-6 |
| 9 | Cc1cc(=O)n2c(-c3ccccc3C)n[nH]c2n1 | -3 | 8 |
| 10 | COc1ccc(C(=O)Nc2cccc(OC)c2)cc1 | -8 | -2 |
| 11 | CCCN1C(=O)S/C(=C\c2c(NCC)nc3ccccn3c2=O)C1=O | 5 | -19 |
| 12 | CCc1c(C)sc(NC(=O)Cc2ccc(Cl)cc2)c1C(N)=O | -3 | 5 |
| 13 | COc1cccc(C2=NC(C)(CC(C)C)NC(c3ccccc3O)C2)c1 (centres undefined) | 98* | -1 |
| 14 | O=C(c1cccc(Cl)c1)N1CCCN(C2CCN(Cc3ccc(F)cc3)C2=O)CC1 (centres undefined) | 47 | -4 |
| 15 | Cc1ccccc1-c1nc(-c2ccncc2)no1 | -24 | -3 |
| 16 | CCN1c2cc(C(=O)NCCC3=CCCCC3)ccc2C(=O)N2CCCCC21 (centres undefined) | -10 | -7 |
| 17 | CCn1c(N2CCC(C(=O)Nc3cccc(OC)c3)CC2)cc(=O)n(C)c1=O | 44 | 0 |
| 18 | COc1ccc(CNC(=O)c2cc3c(s2)CCN(C(=O)c2ccc(Cl)cc2)C3)cc1 | 3 | -5 |
| 19 | Cc1ncsc1CN1CCC(C(C)O)CC1 (centres undefined) | -3 | -2 |
| 20 | O=C(NCCCN1CCCC1=O)C1CCN(c2nc3cccnc3s2)CC1 | -3 | -1 |
| 21 | O=C1c2cccc3cccc(c23)C(=O)N1CCCO | -12 | -7 |
| 22 | O=C1CSC(=O)N1c1ccc(C(F)(F)F)cc1 | / | 8 |
| 23 | COc1cccc(CC(=O)NCCCNc2ncc(C(F)(F)F)cc2Cl)c1 | / | -8 |
| 24 | O=C(NCCCn1cccc1)c1cc(-c2ccc3c(c2)OCO3)n[nH]1 | 10 | -18 |
| 25 | Cc1ccc(NC(=O)c2cn3c(n2)CCCC3)cc1 | 9 | -7 |
| 26 | O=C(Nc1ccccc1C(F)(F)F)N1CCN(c2ccc(-c3ccncc3)nn2)CC1 | 0 | -2 |
| 27 | Cc1cccc(N=c2oc3ccccc3cc2C(N)=O)c1 | 3 | 3 |
| 28 | O=[N+]([O-])c1cc(C2SCCS2)ccc1SC1CCCCC1 | / | 0 |
| 29 | O=C1OC(c2ccccc2Br)=N/C1=C\c1ccc(Cl)cc1 | 0 | -3 |
| 30 | CCC(=O)N1CCN(c2cc(Oc3ccc(F)cc3)ncn2)CC1 | 2 | -10 |
| 31 | CC(C)(Sc1ccc(CCN(CCCCC2CCCCC2)C(=O)NC2CCCCC2)cc1)C(=O)O | / | -4 |
| 32 | CCCc1cc(C2CCCN2C(=O)Nc2cccc(C)c2C)no1 (centres undefined) | 7 | -8 |
| 33 | COC(=O)C12CCC(C)(C(O)C1)C2(C)C (centres undefined) | -6 | -1 |
| 34 | CCOc1ncccc1CNC(=O)c1ccccc1Br | -5 | -3 |
| 35 | O=[N+]([O-])c1cc(/C=N/n2cnnc2)c2c(c1)COCO2 | i | / |
| 36 | Oc1ccccc1C=Nc1cccc(-c2cnc[nH]2)c1 | 6 | -4 |
| 37 | O=C1C(=O)N(c2ccc(C(=O)O)cc2)C(c2ccccc2)C1=C(O)c1ccccc1 (centres undefined) | -2 | -10 |
| 38 | COc1ccc(NC(=O)C2C(c3ccccc3)C2(Cl)Cl)c(OC)c1 (centres undefined) | 0 | -7 |
| 39 | CCOCCCn1c(SCC(=O)Nc2ccccc2C(F)(F)F)nc2ccccc2c1=O | -5 | -14 |
| 40 | CC(C)c1ccc(OCC(=O)NC2CCS(=O)(=O)C2)cc1 (centres undefined) | -1 | -6 |
| 41 | Cn1c(=O)c(C(=O)NCc2ccc(Cl)cc2)nc2cccnc21 | 5 | -1 |
| 42 | COC(=O)c1ccc(COc2ccc3c(c2)OC(=Cc2ccco2)C3=O)cc1 | 3 | 5 |
| 43 | COc1ccc(/C=N/NC(=O)c2nnn(-c3nonc3N)c2CN2CCCCCC2)cc1CSc1nc2ccccc2o1 | i | / |
| 44 | CCCCC(=O)N1CCN(c2nc3c(s2)c(C)nn3-c2ccc(C)cc2)CC1 | -4 | -4 |
| 45 | O=C(NCc1ccccc1F)c1ccc(NC(=O)C2CC2)cc1N1CCOCC1 | -8 | 2 |
| 46 | COc1ccc(CCNC(=O)C(=O)Nc2ccc(OC)cc2)cc1 | 1 | 4 |
| 47 | O=C(CC(NCc1cccnc1)C(=O)O)Nc1ccc(Cl)cc1 (centres undefined) | -5 | -1 |
| 48 | O=C(Oc1ccccc1)N1CCC(CNS(=O)(=O)c2cccnc2)CC1 | -4 | -9 |
| 49 | O=C(NC1CC2CC1N(C(=O)COc1ccc(F)c(F)c1)C2)c1ccccc1 (centres undefined) | 1 | -4 |
| 50 | O=C(NCc1ccc2c(c1)OCO2)C1CCN(c2ccc(N3CCOCC3)nn2)CC1 | 2 | 2 |
| 51 | Cc1ccc(C)c(CNC(=O)c2ccc(-n3nc(N4CCCC4)ccc3=O)cc2)c1 | 10 | 1 |
| 52 | CN1CCN(CCNC(=O)C2CCN(Cc3cn(C)c4ccc(Cl)cc34)CC2)CC1 | 12 | -5 |
| 53 | C[C@@H]1CCCN1c1ccc2c(c1)OCCCN(C1CC1)S2(=O)=O | -4 | 2 |
| 54 | Cc1ccc(-n2nc3c(c2NC(=O)c2ccco2)CSC3)cc1 | 33 | -4 |
| 55 | CC(=O)C1=C(O)C(=O)N(CCCN2CCOCC2)C1c1cccc([N+](=O)[O-])c1 (centres undefined) | -2 | 5 |
| 56 | Oc1oc(-c2ccc(Cl)cc2)nc1C=Nc1ccc(Br)cn1 | -3 | -4 |
| 57 | Cc1cccc(C2=N/C(=C/c3cc4c(cc3Cl)OCO4)C(=O)O2)c1 | 5 | -2 |
| 58 | CC(C)(C)NCC(O)c1ccc(O)c(CO)c1 (centres undefined) | / | -9 |
| 59 | COc1cc(C2C(C(=O)Nc3ccc(C)cc3C)=C(C)Nc3nnnn32)ccc1OC(F)F (centres undefined) | 2 | 6 |
| 60 | CCCCOc1ccc(NC(=O)CSc2cccc3cccnc23)cc1 | 8 | 1 |

(list continues)
| item | molecule | mHTT-CaM PPI inh | Pf apPOL block |
| --- | --- | --- | --- |
| 61 | CCOC(=O)C1CCC(CNC(=O)N2CCC(n3c(C)nc4cccnc43)C2)CC1 (centres undefined) | 8 | -2 |
| 62 | O=C(CSCCOc1ccccc1)Nc1ccc(Cl)cc1Cl | / | 3 |
| 63 | Cc1ccc(S(=O)(=O)N(C(=O)NC(=O)Nc2cccc(C(F)(F)F)c2)C(C)C)cc1 | 26 | -1 |
| 64 | Cc1ccc(CNC(=O)C2CCCN(c3nccnc3Oc3ccccc3)C2)cc1C (centres undefined) | -3 | -8 |
| 65 | Cc1cc2nn(-c3ccc(Cl)cc3)nc2cc1NC(=O)c1cccnc1 | 0&2 | -1&-6 |
| 66 | COc1ccc(-c2cc(C(=O)Nc3ncccc3Cl)c3ccccc3n2)cc1OC | 11 | -4 |
| 67 | COc1ccc(N2CCN(C(=O)CCCN3C(=O)CCn4nc(C)cc43)CC2)cc1 | 9 | -1 |
| 68 | COc1ccc(C=C2Oc3c(ccc(O)c3CN3CCN(CCO)CC3)C2=O)cc1 | 2 | -12 |
| 69 | Cc1nc(C)c(C(=O)Nc2nc3c(s2)CCCC3)s1 | 7 | -2 |
| 70 | OCc1cn(-c2ccccc2)nc1-c1cccnc1 | -3 | -1 |
| 71 | O=C(c1ccc(OCC2CCCN(C(=O)c3ccccn3)C2)cc1)N1CCOCC1 (centres undefined) | 2 | -6 |
| 72 | Brc1ccc(/C=N/Nc2nc(N3CCOCC3)nc(N3CCOCC3)n2)o1 | i | / |
| 73 | COc1cc([N+](=O)[O-])ccc1N | 14 | -3 |
| 74 | Cc1ccccc1N(C)S(=O)(=O)c1ccc2[nH]cc(C(=O)NCC3CCCO3)c(=O)c2c1 (centres undefined) | 45 | -8 |
| 75 | Cc1cc(C)cc(N=c2oc3c(C)ncc(CO)c3cc2C(=O)Nc2ccccc2F)c1 | 4 | 2 |
| 76 | CCC(=O)N1CCc2cc(Br)cc(S(=O)(=O)N(C)c3cccc(C)c3)c21 | -2 | -2 |
| 77 | CC1CCc2sc(NC(=O)c3cc(Cl)ccc3Cl)c(C#N)c2C1 (centres undefined) | -21 | -3 |
| 78 | COc1ccc(C2=NOC(C(=O)N3CCC(Cc4ccccc4)CC3)C2)cc1 (centres undefined) | -5 | 3 |
| 79 | Cc1ccc(OCC(=O)N2CCC(c3nc4ccncc4n3C)C2)cc1 (centres undefined) | 9 | -6 |
| 80 | Cc1ccsc1-c1ncnn1-c1ccc(Cl)cc1 | 1 | -2 |
| 81 | Cc1ccc(CC(=O)N2CCC(COc3ccccc3C(=O)NC3CC3)CC2)cc1 | 10 | -2 |
| 82 | COc1cc(Br)c(/C=C2/C(=O)N(c3ccc(Cl)c(C(=O)O)c3)N=C2C)cc1OC | -2 | 3 |
| 83 | COc1ccc(S(=O)(=O)NC(CC(=O)NC2CCCC(C)C2C)C(C)C)cc1 (centres undefined) | -12 | -6 |
| 84 | O=C(O)/C=C/c1cccc(N=Cc2ccc([N+](=O)[O-])o2)c1 | 71* | -2 |
| 85 | Cc1cc(C(=O)NN)nn1C | / | -7 |
| 86 | CC(=O)N1CCCC(c2ccnc(-c3cccc(C)c3)n2)C1 (centres undefined) | 4 | -4 |
| 87 | COc1ccc(Cl)cc1N=c1oc2c(C)ncc(CO)c2cc1C(N)=O | 1 | -2 |
| 88 | CCCCCOC(=O)C1=C(C)NC2=C(C(=O)CC(C)(C)C2)C1c1ccc(OCC)cc1 (centres undefined) | -23 | 1 |
| 89 | CCOc1ccccc1C(=O)NCC(C)(O)COC (centres undefined) | -13 | -4 |
| 90 | CN(C)CCNC(=O)C1CCN(c2nc3ccc(-c4ccncc4)nc3s2)CC1 | -2 | -6 |
| 91 | COc1ccc(C(=O)CSc2nc3cc(C)c(C)cc3[nH]2)cc1OC | 25 | -12 |
| 92 | CCCc1cc2c(cc1N)OCO2 | 41 | 2 |
| 93 | CN(CC1OCCO1)c1ccc(N2C(=O)C3C4C=CC(C4)C3C2=O)cc1[N+](=O)[O-] (centres undefined) | 6 | -15 |
| 94 | NS(=O)(=O)c1ccc(Br)c2nsnc12 | 0 | -4 |
| 95 | COc1cccc(C(=O)Nc2ccc(C(C)C)cc2)c1 | -5 | -5 |
| 96 | Cc1nc(-c2ccc(N3CCN(C(=O)c4cccc(F)c4)CC3)nc2)sc1C | 4 | -3 |
| 97 | NC1=NC(=O)/C(=C/C=C/c2ccc([N+](=O)[O-])o2)S1 | 43 | 1 |
| 98 | O=C1OCCN1C(=O)[C@H]1[C@H](c2ccc(Cl)cc2)C(c2cccc(Cl)c2)=NN1c1ccccc1 | 46 | -5 |
| 99 | COc1ccc(CNCCC2CCOC(C)(C)C2)cc1 (centres undefined) | -1 | -7 |
| 100 | O=C(Cc1cccs1)Nc1cccc(Br)c1 | -12 | -6 |
| 101 | O=C(NCCC1=CCCCC1)C1CC(=O)N(c2ccc(F)c(Cl)c2)C1 (centres undefined) | -9 | -5 |
| 102 | COc1cc(NS(=O)(=O)c2ccc3[nH]c(=O)oc3c2)cc(OC)c1 | 0 | -3 |
| 103 | CCOC(=O)Cn1c(=O)ccc2c(C)cc(C)nc21 | / | -6 |
| 104 | COc1ccc(S(=O)(=O)n2cc([N+](=O)[O-])cn2)cc1OC | 100* | -8 |
| 105 | CCOC(=O)C1CCC(CNC(=O)N2CCCC2c2cc(C)on2)CC1 (centres undefined) | -1 | -2 |
| 106 | CSc1ccccc1C(=O)Nc1ccc(S(=O)(=O)N2CCCC2)cc1 | -3 | -11 |
| 107 | CCCNc1cc(N2CCC(CCC(=O)Nc3ccc(OC)cc3)CC2)ncn1 | 0 | -3 |
| 108 | CCC/C=C/c1ccc(CN2C(CC(C)C)C(=O)N(Cc3cn(Cc4ccco4)nn3)CCS2(=O)=O)cc1 (centres undefined) | 38 | -4 |
| 109 | O=C(Nc1nc2c(s1)CCCC2)c1cccc(Cl)c1 | -2 | 3 |
| 110 | CC(C)OC(=O)c1cc2ccsc2n1CC(=O)N1CCCC1 | -4 | -1 |
| 111 | Cc1occc1C(=O)Nc1cccc(Br)c1 | -4 | 0 |
| 112 | Cc1ccc(C2CC(=O)n3nc(-c4ccc(F)cc4)nc3S2)cc1 (centres undefined) | 7 | -3 |
| 113 | COc1ccc(/C=C2N=C(/C=C/c3cccc([N+](=O)[O-])c3)OC/2=O)c(OC)c1 | -3 | -1 |
| 114 | O=[N+]([O-])c1cc(C(F)(F)F)ccc1-n1ccc(C(F)(F)F)n1 | / | -3 |
| 115 | O=C(Nc1c2c(nn1-c1ccc([N+](=O)[O-])cc1)CS(=O)(=O)C2)c1cc([N+](=O)[O-])ccc1Cl | 9 | -3 |
| 116 | O=C(Nc1cccc(-c2nc3ncccc3o2)c1)c1ccc([N+](=O)[O-])o1 | 8&2 | 2&1 |
| 117 | COc1ccccc1CNC(=O)c1cccc(C2CCCN(C(=O)c3ccccc3)C2)c1 (centres undefined) | 8 | -6 |
| 118 | O=C(Nc1cccc(C(F)(F)F)c1)C1CCc2nc(N3CCCC3)ncc2C1 (centres undefined) | 15 | -2 |
| 119 | CC(C)CNC(=O)N1CCC(Cc2nc3cccnc3n2CC(C)C)C1 (centres undefined) | 6 | 0 |
| 120 | O=C(CSCC(=O)c1ccc2c(c1)Cc1ccccc1-2)Nc1ccccc1 | -2 | -3 |
